Bioassay records from PubChem BioAssay.
RXFP1 agonist: qHTS Assay for Agonists of the Relaxin Receptor RXFP1 | hit rate 0.3% among 370,000 | HEK293T-RXFP1 cAMP TR-FRET, 30 min; response scale: percent of porcine relaxin response, buffer zero | Relaxin receptor 1 (Homo sapiens), Q9HBX9 | AID 2676, 2010 | Potency, µM (highest dose often 57.5 µM), for the others: at the highest dose activation, most hits filed as activators; also: potency is read from the fitted curve at half-maximal effect; % is scaled to controls: 0 for no effect and ±100 for the full control effect; nearly all actives have a fitted effect of over 60% in size; many of its hits are not listed in these tables
Target sequence (Q9HBX9 whole entry, looked up): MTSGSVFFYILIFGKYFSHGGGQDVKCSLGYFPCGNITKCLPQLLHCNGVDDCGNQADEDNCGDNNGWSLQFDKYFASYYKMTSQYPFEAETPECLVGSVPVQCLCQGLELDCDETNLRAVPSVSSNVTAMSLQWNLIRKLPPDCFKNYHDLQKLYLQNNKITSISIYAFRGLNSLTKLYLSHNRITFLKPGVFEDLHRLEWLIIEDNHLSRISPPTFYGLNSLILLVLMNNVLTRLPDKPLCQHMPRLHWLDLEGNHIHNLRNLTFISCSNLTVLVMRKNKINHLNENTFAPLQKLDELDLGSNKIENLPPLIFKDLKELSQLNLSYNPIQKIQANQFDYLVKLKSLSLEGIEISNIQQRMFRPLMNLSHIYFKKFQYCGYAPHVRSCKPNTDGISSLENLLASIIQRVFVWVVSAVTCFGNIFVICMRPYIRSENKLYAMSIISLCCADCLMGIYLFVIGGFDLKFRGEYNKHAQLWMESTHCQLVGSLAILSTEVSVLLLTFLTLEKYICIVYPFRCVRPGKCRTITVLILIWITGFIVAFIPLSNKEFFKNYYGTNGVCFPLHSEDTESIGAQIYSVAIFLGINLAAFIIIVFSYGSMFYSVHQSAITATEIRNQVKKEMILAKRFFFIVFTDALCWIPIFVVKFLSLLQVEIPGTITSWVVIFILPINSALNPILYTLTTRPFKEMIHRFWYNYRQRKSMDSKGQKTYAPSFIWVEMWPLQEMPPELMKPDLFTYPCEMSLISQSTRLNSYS
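Agonist response is measured as cAMP accumulation in an RXFP1-transfected HEK293T line under PDE4 inhibition. Values are scaled between buffer-only and 29 nM porcine relaxin, and EC50s come from standard Hill equation fits.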
D2 potentiator: HTS Assay for Positive Allosteric Modulators of the Human D2 Dopamine Receptor: Primary Screen for Potentiators; AID 485347, 2010; D(2) dopamine receptor (Homo sapiens), P14416; hit rate 0.34% among 340,000; HEK293 T-REx D2, calcium flux, EC20 dopamine potentiation; potentiation, % at 10 µM;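 active = potentiation over 3 SD above the plate norm, cut at about 30% in these data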; also: 0% is about no effect
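Primary screen. Calcium kinetics in induced HEK293 T-REx D2 cells: compound pre-addition 180 s, EC20 dopamine, 180 s more.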
Anesthetic bind: qHTS Assay for Identification of Novel General Anesthetics; apoferritin/1-aminoanthracene competitive binding, fluorescence; AID 485281, 2010; Ferritin light chain (Equus caballus), P02791; Potency, µM (titrated, usually from 77.5 µM), inactives show top-dose activity change, negative = displacement, usual class: inhibitors; hit rate 0.074% among 350,000; also: potency is read from the fitted curve at half-maximal effect; % is scaled to controls: 0 for no effect and ±100 for the full control effect; nearly all actives have a fitted effect of over 20% in size
Target sequence (P02791 2-175 limits assumed): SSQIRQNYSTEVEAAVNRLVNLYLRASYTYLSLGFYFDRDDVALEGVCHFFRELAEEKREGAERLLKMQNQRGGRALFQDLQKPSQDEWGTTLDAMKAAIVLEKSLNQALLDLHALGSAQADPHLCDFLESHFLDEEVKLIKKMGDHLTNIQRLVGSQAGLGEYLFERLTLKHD
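10 uM apoferritin + 50% sat. 1-AMA, PBS; cpd 10 min RT; Ex380/Em535 endpoint; normalized to free probe vs complex; 4-param Hill fit; propofol titration as pos. ctrl.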
TRHR ag: qHTS for Small Molecule Agonists and Allosteric Enhancers of Human TRH Receptor: Primary Screen for Agonists. Thyrotropin-releasing hormone receptor (Homo sapiens), P34981. TRHR cells, calcium flux fluo-8, FDSS agonist mode. activation, % at 2 µM. hit rate 0.18% among 360,000. AID 493084, 2011; in the data active = activation above about 30%; also: 0% is about no effect
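Read-out: compound-evoked intracellular calcium rise in TRHR cells, fluo-8 dye, kinetic FDSS fluorescence at 1 s/cycle following a 10-cycle baseline. Cells cultured overnight before dye loading (30 min–1.5 h, RT).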
RXFP1 antagonist: qHTS Assay for Antagonists of the Relaxin Receptor RXFP1. Relaxin receptor 1 (Homo sapiens), Q9HBX9. AID 1259400, 2018. HEK293-RXFP1, relaxin-stimulated cAMP HTRF, 30 min; active compounds read low. activity change, negative = inhibition, % at 57.5 µM. hit rate 0.59% among 350,000;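 active = activity change of -60% or lower, but not beyond a set lower limit; inconclusive = change between -60% and -40%, or beyond the set limit; inactive = change above -40%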; also: % is scaled to controls: 0 for no effect and ±100 for the full control effect
D1 agonist: Allosteric Agonists of the Human D1 Dopamine Receptor: qHTS. D(1A) dopamine receptor (Homo sapiens), P21728. HEK293 T-REx D1 cells, calcium flux, agonist mode. activation, % at 2 µM. hit rate 1% among 360,000. AID 504660, 2011; in the data active = activation above about 30%; also: 0% is about no effect
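Tetracycline-induced HEK293 TREx D1 cells, force-coupled to calcium signalling, were dye-loaded with a no-wash calcium kit. Compound was pin-added after a 10 s baseline. Fluorescence was read kinetically at 1 cycle/s for 180 s, with calcium rises flagged as agonism.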
TRHR PAM: qHTS for Small Molecule Agonists and Allosteric Enhancers of Human TRH Receptor: Primary Screen for Enhancers; TRHR cells, fluo-8 calcium fluorescence, EC20 TRH enhancement; enhancement, % at 2 µM; hit rate 0.66% among 360,000; AID 493056, 2011; in the data active = enhancement above about 30%; also: 0% is about no effect
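TRHR-expressing cells loaded with fluo-8 calcium dye were read kinetically (ex 480/em 530) during compound addition, then stimulated with an EC20 of TRH (10 nM final). Enhancement of the Gq-mediated intracellular calcium response was scored.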
D1 PAM: Potentiators of Human D1 Dopamine Receptor: qHTS. D(1A) dopamine receptor (Homo sapiens), P21728. HEK293 TREx D1 cells, calcium flux, dopamine EC20 potentiation. potentiation, % at 10 µM. hit rate 0.036% among 360,000; in the data active = potentiation above about 30%; also: 0% is about no effect
D1 antag: Antagonist of Human D 1 Dopamine Receptor: qHTS | HEK293 TREx D1 cells, calcium flux, dopamine EC80; active compounds read low | AID 504652, 2011 | activity change, negative = inhibition, % at 10 µM | hit rate 3.2% among 360,000; in the data active = activity change below about -30%; also: % is scaled to controls: 0 for no effect and ±100 for the full control effect
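Allosteric or orthosteric antagonism assessed as attenuation of the calcium response to EC80 dopamine, added 180 s after compound, in induced HEK293 Trex D1 cells loaded with no-wash calcium dye.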
* = called active by the depositor; u = inconclusive; x = not tested or not shown; & = joins results of further samples; [ ] = dose if it differs, or a comment. Unless noted, calls follow the shape of the dose curve; as a rule, active = well fitted curve in the direction sought with a large enough effect; inconclusive = small, poorly fitted or top-dose-only effect, or another doubt; inactive = no such curve, though single readings can be large; an effect the other way counts as inactive or inconclusive. An excerpt (hit frequency here may not be typical).

SMILES	RXFP1 agonist	D2 potentiator	Anesthetic bind	TRHR ag	RXFP1 antagonist	D1 agonist	TRHR PAM	D1 PAM	D1 antag
CC1Cc2ccccc2N1C(=O)CN1CCN(Cc2ccccc2)CC1 (configuration not stated)	0.1%	-23.7	-3.1%	-1.3	3.1	0.5	-3.5	-9.1	1.4
Cc1ccc([N+](=O)[O-])cc1N(CC(=O)Nc1ccc(S(=O)(=O)Nc2cccc(C(F)(F)F)c2)cc1)S(C)(=O)=O	1.9%	7.6	-3.2%	1.4	-2.3	7.3	3.2	-3.5	-7.7
O=[N+]([O-])c1cc2c(cc1/C=N/n1c(-c3ccccn3)n[nH]c1=S)OCO2	14.1%	9.0	1.3%	0.4	-1.4	1.6	2.7	-0.1	-16.5
CCOC(=O)Cc1csc(NC(NC(=O)OCC)(C(F)(F)F)C(F)(F)F)n1	0.7%	6.5	-7.3%	0.8	5.5	-1.3	2.2	-1.6	3.9
COc1cc(-c2nnc(SCCOc3ccc(C)c(Cl)c3)o2)cc(OC)c1OC	-1.7%	0.9	47.1%[activator]	-0.2	-14.3	-0.3	3.5	2.1	1.8
CSCCC1NC2(C(=O)Nc3c(Cl)cccc32)[C@@H]2C(=O)N(C3CCCC3)C(=O)[C@H]12 (some centres not stated)	1.8%	-1.6	-23.3%	0.5	6.7	0.2	2.4	2.8	-6.3
O=S(=O)(c1ccc(OCC(O)CN2CCN(c3ccccc3)CC2)cc1)N1CCOCC1 (configuration not stated)	1.5%	-22.8	-3.9%	0.1	20.5	8.0	-3.9	1.5	-3.2
COc1ccc(C2C3=C(CC(C)(C)CC3=O)N(CCN3CCOCC3)C3=C2C(=O)CC(C)(C)C3)cc1	1.2%	11.3	94.0%[activator]	0.0	-2.8	0.2	-1.3	-6.0	-8.8
CCCCn1cc2c(c1-c1ccc(Cl)cc1)c(=O)n(C)c(=O)n2C	2.5%	12.9	-15.8%	-1.1	-3.7	0.2	-3.0	-0.8	2.8
CC(C)c1ccc(N(C(=O)c2csnn2)C(C(=O)NC(C)(C)C)c2ccncc2)cc1 (configuration not stated)	3.2%	-1.4	-17.5%	0.2	3.2	0.2	-6.8	-3.0	9.3
COC(=O)/C(=C\C(=O)c1ccccc1)Nc1cccc(C(F)(F)F)c1	1.2%	8.0	-13.1%	0.2	-11.6	3.5	-1.4	-9.7	2.6
CC(C)(C)NC(=O)c1ccc2c(c1)N(CC(=O)N1CCN(c3ccc(F)cc3)CC1)C(=O)C(C)(C)O2	0.1%	3.3	u	-1.6	0.5	0.9	0.9	2.5	-11.9
O=[N+]([O-])c1ccc(N2CCN(Cc3ccc([N+](=O)[O-])o3)CC2)cc1	1.9%	-8.0	u	1.3	6.0	8.3	-10.7	-10.4	-33.0*
CCOc1ccc(C2NC(=O)c3ccccc3O2)cc1OCC (configuration not stated)	0.3%	10.6	-16.8%	1.0	5.0	9.0	6.4	-3.0	3.5
O=C(O)C(Cc1c[nH]c2ccccc12)NS(=O)(=O)c1cccc(Cl)c1Cl (configuration not stated)	-2.2%	16.9	14.9%	-0.3	7.8	3.7	7.5	6.7	4.3
O=S(=O)(NCC(c1ccco1)N1CCc2ccccc2C1)c1ccc(F)cc1 (configuration not stated)	-1.0%	4.3	x	0.3	14.1	6.6	0.9	-4.0	6.3
CC(=C/c1ccccc1)/C=N/Nc1nc(N2CCCCC2)nc(N2CCCCC2)n1	-1.0%	-1.4	-0.3%	0.2	-5.0	1.7	-5.5	-4.5	-7.0
CC(=O)c1ccc(N/C=C/C(=O)c2ccc(Br)cc2)cc1	3.6%	-3.0	-3.0%	-0.2	4.8	1.1	-5.1	-10.6	2.4
Cc1nc2cc(NC(=O)Nc3cccc4ccccc34)ccc2n1C	4.2%	2.9	-10.3%	-0.4	-5.2	0.9	-4.2	1.4	10.5
C#CCOC(=O)c1ccccc1C(=O)N(CC)CC	-0.3%	-3.0	-6.0%	0.0	22.4	2.0	-2.0	-3.3	3.9
CCc1ccccc1S(=O)(=O)Cc1ccc(C(=O)NCC2CCCO2)o1 (configuration not stated)	0.2%	-7.8	-8.7%	0.7	-8.8	10.5	-3.8	-2.4	3.0
CC(=O)c1ccc(OCc2ncc(C(F)(F)F)cc2Cl)cc1	3.2%	-5.2	-15.5%	-0.4	-9.4	1.7	0.6	-1.4	-2.9
CC(C)(O)C#Cc1ccc(C(=O)N2CCCC(CNS(=O)(=O)c3cccs3)C2)o1 (configuration not stated)	0.3%	0.8	-3.3%	0.7	-10.7	1.5	11.5	0.8	5.3
CCOC(=O)c1nc2ccccc2c(C)c1C	1.2%	2.8	0.2%	-0.6	-4.6	1.7	-6.0	-0.3	-0.9
Cc1ccc2nc(N3CCOCC3)c(C=O)c(=O)n2c1	5.9%	5.6	-19.3%	-0.6	-1.0	0.6	10.7	2.9	-9.3
COc1ccc(NC(=O)Nc2sc(NS(=O)(=O)c3ccccc3)nc2C)cc1	-1.6%	19.7	-9.1%	-0.9	-1.6	4.0	1.5	-3.5	-38.8*
COc1cc(C(=O)NNC(=O)NC2CCCCC2)cc(OC)c1OC	2.7%	-6.2	-1.2%	0.6	-5.8	5.7	-3.9	-7.3	1.1
O=C(NNC(=O)c1cc2ccccc2cc1O)Nc1ccc(Br)cc1	4.3%	-6.8	-23.1%	0.5	-30.1	4.4	10.1	-2.5	10.3
CC1=C(C(=O)NCc2ccc3c(c2)OCO3)C2(CCC(C)CC2)OC1=O (configuration not stated)	0.8%	-22.2	-1.8%	-0.2	1.9	-2.6	-1.0	-1.6	-17.8
COc1nc(NCC(C)C)nc(Oc2ccc(OCc3ccccc3)nn2)n1	2.1%	6.4	-7.7%	-0.5	6.4	-1.5	5.1	-0.8	4.9
O=C(N/N=C/c1cccc([N+](=O)[O-])c1)C1CC1c1ccccc1 (configuration not stated)	4.1%	-18.5	-17.1%	0.2	3.7	2.0	8.2	-0.4	-20.8
S=c1[nH]nc(-c2cc(-c3ccccc3)n[nH]2)n1/N=C/c1cccc(Cl)c1	-1.3%	5.5	u	-0.2	-13.7	1.0	6.3	5.2	-3.2
Cc1ccc(Sc2ncccc2C(=O)NCC(c2ccc(F)cc2)N2CCOCC2)cc1C (configuration not stated)	-0.4%	12.2	x	0.2	-14.3	0.2	5.5	-3.2	21.1
Cc1cc(Cl)cc(C)c1OCCCCCn1ccnc1	0.0%	5.6	u	0.2	-6.3	12.2	-5.6	-5.5	-5.4
O=[N+]([O-])c1ccc(OC/C=C2\Oc3ccc([N+](=O)[O-])cc3C2N2CCOCC2)cc1 (configuration not stated)	2.9%	1.1	-15.5%	0.5	-3.6	2.8	-5.6	-3.0	-69.3*
Cc1cccc(S(=O)(=O)NCCc2cn3ccccc3n2)c1	-0.2%	-4.8	-7.9%	0.1	-2.8	3.3	-4.8	-8.6	-11.7
O=C(NCc1ccccc1)c1ccc(N2C(=O)C3CCCCC3C2=O)cc1 (configuration not stated)	-0.6%	x	u	0.8	-5.1	3.3	4.1	-1.4	15.5
Cc1ccc(Cn2c(=O)oc3ccccc32)cc1	-2.7%	0.1	-13.8%	-0.4	0.9	1.0	-1.8	-6.5	-4.7
CN(Cc1ccccc1)C(=O)CN1C(=O)c2ccc([N+](=O)[O-])cc2C1=O	-0.7%	16.9	1.4%	-0.7	-3.3	-0.8	20.4	13.1	3.8
CCOC(=O)N1CCN(S(=O)(=O)N2CCCC(C(=O)NCc3ccc(OC)cc3OC)C2)CC1 (configuration not stated)	0.1%&-0.2%	-3.5&4.9	-4.9%&-6.6%	0.3&-0.7	-10.7&-4.4	0.4&-4.3	0.3&0.0	0.1&-1.9	-22.5&-8.7

Copied from the listing for reference:
SMILES	RXFP1 agonist	D2 potentiator	Anesthetic bind	TRHR ag	RXFP1 antagonist	D1 agonist	TRHR PAM	D1 PAM	D1 antag
S=c1[nH]nc(-c2cc(-c3ccccc3)n[nH]2)n1/N=C/c1cccc(Cl)c1	-1.3%	5.5	u	-0.2	-13.7	1.0	6.3	5.2	-3.2
Cc1ccc(Sc2ncccc2C(=O)NCC(c2ccc(F)cc2)N2CCOCC2)cc1C (configuration not stated)	-0.4%	12.2	x	0.2	-14.3	0.2	5.5	-3.2	21.1
Cc1cc(Cl)cc(C)c1OCCCCCn1ccnc1	0.0%	5.6	u	0.2	-6.3	12.2	-5.6	-5.5	-5.4
O=[N+]([O-])c1ccc(OC/C=C2\Oc3ccc([N+](=O)[O-])cc3C2N2CCOCC2)cc1 (configuration not stated)	2.9%	1.1	-15.5%	0.5	-3.6	2.8	-5.6	-3.0	-69.3*
Cc1cccc(S(=O)(=O)NCCc2cn3ccccc3n2)c1	-0.2%	-4.8	-7.9%	0.1	-2.8	3.3	-4.8	-8.6	-11.7

The listing continues:
SMILES	RXFP1 agonist	D2 potentiator	Anesthetic bind	TRHR ag	RXFP1 antagonist	D1 agonist	TRHR PAM	D1 PAM	D1 antag
Cc1cc(C)cc(-n2nnn(C3C/C(=N/NC(N)=S)C4OCC3O4)c2=S)c1 (configuration not stated)	3.7%	5.5	-20.5%	0.4	12.9	12.2	1.6	-14.4	8.0
O=C(ON=C1CCN(S(=O)(=O)c2ccccc2)CC1)c1ccc(F)cc1	0.6%	23.4	2.0%	-1.4	-3.8	-0.3	0.4	-3.5	-9.7
Cc1cc(-c2cc(-c3ccccc3)on2)nc(NC2CCCC2)n1	-3.3%	-2.5	7.1%	-0.3	x	2.2	-0.8	3.9	5.3
COc1cc(/C=N/n2c(COc3ccccc3)n[nH]c2=S)cc(Br)c1O	2.1%	9.8	-5.9%	-0.1	-6.7	1.2	6.4	4.3	1.2
CC1CCCN(C(=O)CCCC(=O)N2CCCC(C)C2)C1 (configuration not stated)	0.7%	-13.6	-21.9%	-1.3	9.9	3.0	3.7	4.2	-2.3
COc1ccc(C(=O)O/N=C(\N)Cc2ccc(Cl)cc2Cl)cc1OC	0.4%	-0.3	3.3%	1.0	-13.6	16.1	0.5	-2.4	3.8
